# Assay outcomes as filed in PubChem BioAssay.
# TrxR1 substrate: substrates of rat thioredoxin reductase 1 | O89049 | purified TrxR1 substrate turnover, NADPH consumption readout | Potency, µM (top dose mostly 114 µM), for inactives: at the top dose activity change, negative = substrate turnover | hit rate 0.01% among 390,000 | AID 588456; further: potency means the concentration at half of the fitted maximal effect; on the % scale 0 is the no-effect control and ±100 the full control effect; nearly all actives have a fitted effect of over 50% in size
#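 Rat TrxR1, dispensed at 90 nM, was prereduced with 400 uM NADPH (final) for 5 min at ~22 deg C, then incubated with compound 15 min before 400 uM selenite. A first-read NADPH fluorescence drop versus no-compound background flagged substrates.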
# TRHR enhancer: allosteric enhancers of human TRH receptor; enhancement, % at 2 µM; hit rate 0.66% among 360,000; TRHR cells, fluo-8 calcium fluorescence, EC20 TRH enhancement; P34981; in the data active means enhancement above about 30%; further: 0% is about no effect
#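 TRHR-expressing cells loaded with fluo-8 calcium dye were read kinetically (ex 480/em 530) during compound addition, then stimulated with an EC20 of TRH (10 nM final). Enhancement of the Gq-mediated intracellular calcium response was scored.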
# D2 antag: D2 dopamine receptor (human) antagonism; P14416; HEK293 TREx D2 cells, calcium flux, dopamine EC80; inhibition, % at 10 µM; hit rate 2% among 340,000; in the data active means inhibition above about 30%; further: 0% is about no effect
#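 Antagonism is scored as inhibition of an EC80 dopamine-evoked calcium signal in a force-coupled, tetracycline-inducible HEK293 T-REx D2 line, with compound present 180 s before agonist.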
# TrxR1 inh: inhibitors of rat thioredoxin reductase 1. O89049. recombinant rTrxR1, NADPH fluorescence consumption, selenite substrate. Potency, µM (series often up to 114 µM), for inactives: at the highest dose activity change, negative = inhibition, usual class: inhibitors. hit rate 1% among 390,000; further: potency means the concentration at half of the fitted maximal effect; on the % scale 0 is the no-effect control and ±100 the full control effect; nearly all actives have a fitted effect of over 65% in size
#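 Rat TrxR1 (90 nM in the dispensed reagent) was pre-reduced with 400 uM NADPH for 5 min at room temperature, then incubated with compound for 15 min. After 400 uM selenite was added, NADPH fluorescence (Ex 340/Em 450 nm) was followed for 8 min.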
# D2 ag: D2 dopamine receptor (human) agonism; P14416; hit rate 0.53% among 340,000; activation, % at 2 µM; HEK293 T-REx D2 cells, calcium flux agonist mode;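 active means activation over 3 SD above normal in the single-dose calcium agonist read, cut at about 30% in these data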; further: 0% is about no effect
#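 HEK293 Trex D2 cells, tetracycline-induced, o/n 30 C 5% CO2; no-wash Ca dye, RT 30–90 min; 10-cycle baseline, 23 nl cpd added, kinetic Ca read 180 s; agonist hits = positive Ca response.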
# PI4K2A block: blocks human PI4K2A kinase activity. activity change, negative = inhibition, % at 76.9 µM. AID 1346378. purified PI4K2A, ADP-Glo luminescence, 1 h; hits give low values. hit rate 0.13% among 420,000. Q9BTU6; in the data active means activity change below about -50%; inconclusive means mostly about -30% to -49%;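 further: -100% = wells without enzyme as full effect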
#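 Compounds are screened against recombinant PI4K2A using PI as substrate and ATP, the latter dispensed at 300 microM. Reactions run one hour at ambient temperature before ADP-Glo detection; full inhibition defined by wells lacking enzyme.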
# TRHR ag: agonists of human TRH receptor. AID 493084. P34981. activation, % at 2 µM. hit rate 0.18% among 360,000. TRHR cells, calcium flux fluo-8, FDSS agonist mode; in the data active means activation above about 30%; further: 0% is about no effect
#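 Steps: seed TRHR cells overnight; add fluo-8 no-wash Ca dye, RT 30 min–1.5 h; record 10 s baseline; pin-transfer compounds; monitor fluorescence 1 cycle/s for the agonist window. Calcium increases flag candidate agonists.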
# IDH1 R132H inh: human IDH1 R132H inhibition. O75874. IDH1-R132H enzyme, NADPH consumption, diaphorase/resazurin fluorescence. Potency, µM (top dose mostly 76.6 µM), for inactives: at the top dose activity change, negative = inhibition, most hits filed as inhibitors. hit rate 0.093% among 390,000; further: potency means the concentration at half of the fitted maximal effect; on the % scale 0 is the no-effect control and ±100 the full control effect; nearly all actives have a fitted effect of over 65% in size
#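 IDH1-R132H (0.5 ug/mL dispensed) in pH 7.5 Tris buffer was preincubated 30 min with compound, then given a substrate mix of 0.016 mM NADPH and 2 mM alpha-KG for 80 min at room temperature; remaining NADPH was read by diaphorase/resazurin fluorescence.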
# USP1 inh: USP1/UAF1 (human) deubiquitinase inhibition. O94782. recombinant USP1/UAF1, Ub-Rhodamine cleavage fluorescence. Potency, µM (top dose mostly 57.1 µM), for the others: at the top dose activity change, negative = inhibition, hits mostly inhibitors. hit rate 0.23% among 390,000. AID 743255; further: potency means the concentration at half of the fitted maximal effect; on the % scale 0 is the no-effect control and ±100 the full control effect; nearly all actives have a fitted effect of over 60% in size; inactives centre near -12
# Target sequence (O94782 whole entry, looked up): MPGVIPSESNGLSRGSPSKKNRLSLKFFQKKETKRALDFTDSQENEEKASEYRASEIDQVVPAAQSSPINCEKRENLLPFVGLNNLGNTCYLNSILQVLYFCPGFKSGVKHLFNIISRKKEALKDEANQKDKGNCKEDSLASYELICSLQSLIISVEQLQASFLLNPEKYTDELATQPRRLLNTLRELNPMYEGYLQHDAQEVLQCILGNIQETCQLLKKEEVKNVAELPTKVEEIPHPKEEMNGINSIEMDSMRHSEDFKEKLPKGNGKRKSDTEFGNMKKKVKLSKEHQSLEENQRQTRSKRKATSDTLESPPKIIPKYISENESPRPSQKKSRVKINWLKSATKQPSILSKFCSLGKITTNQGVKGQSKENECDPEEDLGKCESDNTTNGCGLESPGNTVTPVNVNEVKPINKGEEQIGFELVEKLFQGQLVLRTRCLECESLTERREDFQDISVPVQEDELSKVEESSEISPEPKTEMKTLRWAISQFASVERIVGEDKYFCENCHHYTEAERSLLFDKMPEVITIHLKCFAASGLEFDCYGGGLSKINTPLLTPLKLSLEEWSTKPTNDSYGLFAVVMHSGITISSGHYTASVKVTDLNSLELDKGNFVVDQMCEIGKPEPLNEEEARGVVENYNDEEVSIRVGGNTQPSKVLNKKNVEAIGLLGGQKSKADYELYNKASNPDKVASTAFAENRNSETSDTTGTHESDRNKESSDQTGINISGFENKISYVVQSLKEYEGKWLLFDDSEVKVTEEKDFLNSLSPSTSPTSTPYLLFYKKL
#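 1 nM enzyme complex + cpd, 15 min RT; start with Ub-Rho 150nM final; kinetic fluorescence ex 480/em 540, 6 reads q60 s. Buffer 50mM HEPES pH 7.8, 0.5mM EDTA, 0.1 mg/ml BSA, 1mM TCEP, 0.01% Tween-20.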
# * marks the source's active call; other numbers are inactive results; ? = inconclusive; · = no result given; [ ] = another dose, or the depositor's remark. Unless noted, the call rests on the fitted dose curve; in most records, active means well fitted inhibition curve with a large enough effect; inconclusive means small, poorly fitted or top-dose-only effect; inactive means no such curve, though single readings can be large or run the other way. An unsorted share of the library; overall some 3.9% were active at least once.
SMILES,TrxR1 substrate,TRHR enhancer,D2 antag,TrxR1 inh,D2 ag,PI4K2A block,TRHR ag,IDH1 R132H inh,USP1 inh
O=C(COC(=O)/C=C/c1ccccc1[N+](=O)[O-])NC1CC1,-5.7%[57.1 µM],-4.0,0.9,11.5%[57.1 µM],0.5,-0.2,-0.1,0.5%,-10.0%
Nc1nonc1OCCc1ccccc1,-4.3%,-0.6,1.4,1.2%,0.1,2.7,0.1,1.5%,-5.4%
Cc1cc(C)nc(NC(=O)CCCC(=O)O)c1,-3.4%,-1.8,0.9,1.4%,0.6,27.4,0.0,1.6%,-12.5%
CCC1(CC)Cc2ccccc2-c2nc(-c3ccccc3)oc(=O)c21,-7.4%,1.3,-4.9,-1.0%,0.0,0.6,-0.5,2.5%,-5.7%
COc1ccc(/C=C/C(=O)Nc2cc(S(=O)(=O)N3CCOCC3)ccc2OC)cc1,-2.9%,·,·,8.6%,·,-9.4,·,6.1%,-2.7%
COC(=O)c1sccc1NC(=O)Nc1ccccc1F,0.4%,-0.6,-9.7,9.9%,-3.7,-0.6,-0.5,-3.4%,-18.1%
CCC(=O)Nc1ccccc1-c1nc2ccccc2n(CC(=O)c2ccc(Cl)cc2)c1=O,-0.1%,-4.7,·,0.8%,·,-5.3,0.5,12.3%,-1.9%
CCOC(=O)c1nc(Nc2cc(Cl)ccc2OC)c2ccccc2n1,38.8%[activator],-4.4,12.1,60.5%[activator],-0.4,-3.8,-1.1,4.5%,-27.1%
O=C(Nc1cc(Cl)ccc1-n1cncn1)c1cc(F)c(F)c(F)c1F,-3.8%,-1.9,18.6,0.4%,0.4,2.9,2.0,4.9%,-24.7%
CCC1CCc2[nH]nc(C(=O)O)c2C1 (stereo unspecified),-7.6%,9.2,26.6,8.0%,-0.9,5.1,0.2,1.0%,-20.5%
O=C(NNC(=S)Nc1cccc2ccccc12)c1cccc(Br)c1,3.6%[57.1 µM],-3.8,6.6,?,0.4,-0.8,0.0,8.4%,-20.5%
O=c1c2c(-c3ccccc3)csc2ncn1/N=C/c1c2ccccc2cc2ccccc12,-6.2%,0.2,-15.5,11.6%,0.5,-2.9,1.5,2.5%,?
Cc1ccc(C)c(S(=O)(=O)N2CC(=O)N(CCc3ccccc3)C(=O)C2)c1,-8.1%,2.0,-4.7,1.1%,-0.1,-0.5,0.7,3.3%,-22.8%
CCOC(=O)c1ccc(NC(=O)CN2CCN(C(=O)c3ccco3)CC2)cc1,-12.8%,-0.2,67.4*,?,79.6*,2.3,0.3,-2.0%,-7.8%
COc1cccc(CC(NC(C)=O)C(=O)NC2CCN(C(=O)c3ccncc3)CC2)c1OC (stereo unspecified),-9.8%[57.1 µM],2.2,0.0,33.4%[57.1 µM],1.2,9.3,0.6,8.2%,-13.2%
Cc1ccc(Cl)cc1N1CCN(C(=O)c2cnc3c(-c4ccc(F)cc4)c(C)nn3c2C)CC1,-0.6%[57.1 µM],-2.7,·,2.1%[57.1 µM],·,-2.2,0.1,-4.5%,4.0%
CCn1cc(-c2n[nH]c(=S)n2-c2ccc(C)cc2Br)c(=O)c2ccc(C)nc21,-11.3%,-1.2,-14.1,?,0.1,-8.0,0.1,2.1%,-20.8%
COc1ccc(/C=C/C(=O)c2ccccn2)cc1,-8.4%,0.8,-6.1,?,-0.4,-22.7,0.4,-5.1%,?
O=C(CSc1nc2ccccc2s1)NNC(=S)Nc1ccc(Br)cc1,13.9%[11.4 µM],-6.0,-2.7,-10.4%[11.4 µM],0.4,-4.2,-0.2,-1.1%,-10.7%
COc1ccc(CNC(=O)C2(CC3CC(c4ccccc4)=NO3)CCN(C(=O)Cc3ccc(F)cc3)CC2)cc1 (stereo unspecified),0.4%,·,·,27.0%,·,2.4,·,10.2%[38.3 µM],-17.1%
Nn1c(SCC(=O)NC2CCCCC2)nnc1C1CC1,-9.6%,-3.5,-0.8,-12.8%,-1.8,5.6,-2.8,0.1%,-5.3%
N#C/C(=C(/O)COC(=O)c1ccccc1O)c1nc2ccccc2s1,-22.6%[57.1 µM],0.9,1.8,19.1%[57.1 µM],6.0,-4.6,3.1,3.0%,-15.2%
CCS(=O)(=O)Nc1ccc(C2=NN(C(=S)Nc3ccccc3)C(c3ccco3)C2)cc1 (stereo unspecified),-1.8%,-6.3,·,?,·,-0.8,1.5,9.4%,-16.5%
CCOC(=O)N1CCN(C(=S)NC(=O)c2ccc(F)cc2)CC1,-8.5%[57.1 µM],-2.6,-7.4,-9.0%[57.1 µM],0.2,-2.9,0.4,6.0%,-19.7%
Cc1cccc(C)c1NC(=O)CN1CCN(CC(=O)c2cc(C)n(C3CC3)c2C)CC1,2.9%,8.3,-8.3,-9.5%,0.2,1.2,0.5,-0.2%,-14.9%
# (list continues)
SMILES,TrxR1 substrate,TRHR enhancer,D2 antag,TrxR1 inh,D2 ag,PI4K2A block,TRHR ag,IDH1 R132H inh,USP1 inh
CCOc1ccc(Br)cc1-c1noc(-c2cccs2)n1,-5.5%,-4.1,-17.9,16.5%[57.1 µM],-1.4,-1.8,0.3,0.5%,-11.2%
Cc1nn(CC(=O)Nc2cc(S(=O)(=O)N3CCOCC3)ccc2Cl)c(C)c1[N+](=O)[O-],-5.2%,1.9,9.8,14.3%,0.3,3.7,0.0,0.0%,-7.4%
O=C(Cn1cccc1)NC1CCCCCC1,-1.4%,·,·,17.6%,·,4.9,·,8.3%,-10.2%
NC(=S)Nc1nc2ccccc2[nH]c1=O,·,-6.1,10.5,·,0.0,·,-0.4,·,·
CCCn1cnc2c(=S)nc(N)[nH]c21,-3.8%,10.7,·,-33.1%,·,?,-0.1,-6.1%,-0.7%
COC(=O)c1ccc(NC(=S)NC(=O)c2c(-c3ccccc3)noc2C)cc1,3.4%[57.1 µM],3.6,1.5,-10.1%[57.1 µM],0.1,1.4,0.5,-5.2%,-20.6%
CN(CC(=O)Nc1ccc(F)cc1)CC(=O)N1CCCC1,-7.2%,-1.9,13.2,-11.2%,-0.3,0.6,-0.6,-1.1%,-0.8%
N=c1c(C(=O)NCc2ccc(F)cc2)cc2c(=O)n3ccccc3nc2n1CC1CCCO1 (stereo unspecified),555.2%[activator],-1.6,-10.2,49.0%[activator],-0.8,-3.9,0.1,-5.6%,23.2%
O=C(Cn1ncc2c3ccccc3n(Cc3ccccc3F)c2c1=O)NC1CCCCCC1,18.7%,-2.0,·,15.9%,-0.4,-1.5,0.5,0.0%,-11.1%
COc1ccc(Cl)cc1NC(=S)NNC(=O)c1cccs1,-10.8%,2.3,·,?,·,4.3,0.0,3.2%,4.3%
O=C(CN1CCN(Cc2ccc3c(c2)OCO3)CC1)c1c[nH]c2ccccc12,-4.6%[0.457 µM],3.0,·,-0.1%[11.4 µM],·,-9.1,1.1,-5.2%,-23.5%
CC(C)C(=O)Nc1ccc(NC(=O)c2ccco2)cn1,-5.9%,8.8,4.8,-27.8%,0.1,7.5,1.0,7.8%,-24.5%
CC(=O)NCCNC(=O)[C@H](Cc1ccccc1)NC(=O)c1cccs1,-1.4%,-3.9,-13.7,13.6%,0.1,-3.2,0.0,-3.9%,-1.6%
O=c1[nH]c(=O)n(CCc2ccc(F)cc2)c(O)c1C=NCc1ccc2c(c1)OCO2,6.4%,1.5,-16.7,16.3%,-0.4,-0.7,0.7,3.3%,-17.2%
CN1/C(=C\C(=O)c2cccc(S(=O)(=O)N3CCCCC3)c2)C(C)(C)c2ccccc21,6.8%,30.2*,4.3,34.6%,0.2,-0.8,0.5,10.5%,-21.6%
O=C(Cc1ccccc1F)NNC(=O)c1cccs1,5.6%,·,·,35.1%,·,9.6,·,-1.0%,-9.5%
CCc1nn2c(=O)cc(COC(=O)C3CCCCC3)nc2s1,-9.7%[57.1 µM],1.3,·,-7.8%[57.1 µM],-0.4,-2.8,0.9,18.0%,-10.5%
COc1cc(O)c2c(=O)c3c(O)c(O)ccc3oc2c1OC,-3.5%,·,·,1.7%,·,1.7,·,-4.5%,-1.5%
Cc1nonc1C(=O)N/N=C/c1ccc(O)cc1O,-2.1%[57.1 µM],-8.5,0.0,14.0%[57.1 µM],0.1,-79.4*,0.3,3.5%,-9.8%
COc1ccc2nc(-n3c(C)ccc3C)sc2c1,2.3%,-2.4,5.7,2.5%,-0.4,-5.9,-0.3,-1.0%,-17.2%
Cc1nnnn1CC(=O)Nc1ccccc1[N+](=O)[O-],-6.6%,-6.5,36.5*,-0.4%,-0.7,2.9,1.1,-2.6%,-15.2%
COCCCNC(=O)/C=C/c1ccc(Cl)cc1Cl,9.6%[57.1 µM],-3.4,3.0,16.4%[57.1 µM],-0.1,-4.1,0.1,3.0%,-15.3%
CCOC(=O)c1sc(Nc2ccc(OCC)cc2)nc1C,3.7%,2.7,4.9,17.1%,0.3,-3.9,4.0,7.8%,-23.4%
Cc1ccc(C(=O)NCc2cccnc2)cc1S(=O)(=O)N1CCCCCC1,2.6%,8.7,-15.8,10.6%,-0.2,-4.9,-1.1,2.1%,-14.4%
COc1ccc(S(=O)(=O)N2CCN(CC(=O)Nc3cc(C(F)(F)F)ccc3Cl)CC2)cc1,7.1%[57.1 µM],-3.5,-10.5,10.2%[57.1 µM],0.2,-2.0,-0.2,0.2%,-15.7%
Cc1cccc(N2CCN(C(=O)c3cn(C4CCCCC4)c(=O)c4c3c3ccccc3n4C)CC2)c1C,3.0%,3.4,·,7.5%,-0.1,-0.3,0.8,9.5%,-22.5%
O=C(Nc1ccc2c(c1)S(=O)(=O)N=C1CCCCCN12)c1ccccc1Cl,0.9%[57.1 µM],-4.0,8.6,9.6%[0.0914 µM],2.5,-2.5,0.1,6.8%,-8.5%

# 3 entries already listed, sorted by the number in TRHR enhancer, highest first:
smiles	TRHR enhancer
CCCn1cnc2c(=S)nc(N)[nH]c21	10.7
Cc1cccc(N2CCN(C(=O)c3cn(C4CCCCC4)c(=O)c4c3c3ccccc3n4C)CC2)c1C	3.4
CC(=O)NCCNC(=O)[C@H](Cc1ccccc1)NC(=O)c1cccs1	-3.9
